3T3 cytotox: NIH 3T3 cell cytotoxicity; NIH 3T3 viability, CellTiter-Glo ATP luminescence, 48-72 h; Potency, µM (highest dose often 96.7 µM), for the others: at the highest dose activity change, negative = cytotoxicity, most hits filed as inhibitors; hit rate 4.3% among 94,000; AID 1345082; also: potency is read from the fitted curve at half-maximal effect; nearly all actives have a fitted effect of over 55% in size
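Viability of NIH 3T3 cells after 48 or 72 hr compound treatment at 37 °C was assessed by CellTiter-Glo, with luminescence imaged following a 10 min room-temperature step.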
SNCA expr inh: SNCA gene expression inhibition; HEK-293 SNCA-luciferase knock-in, luminescence, 24 h; Potency, µM (doses to about 57.2 µM), without a hit: top-dose activity change, negative = inhibition, most hits filed as inhibitors; hit rate 0.17% among 140,000; AID 1671194;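 also: potency is read from the fitted curve at half-maximal effect; plate controls were DMSO cells for no effect and cell-free wells for full effect; nearly all actives have a fitted effect of over 45% in size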
HEK293 tox: kills HEK 293 cells; Potency, µM (titrated, usually from 115 µM), inactives show at the top dose activity change, negative = cytotoxicity, hits mostly inhibitors; AID 1345083; hit rate 6.6% among 94,000; HEK 293 viability, ATP luminescence (CellTiter-Glo), 48-72 h; also: potency is read from the fitted curve at half-maximal effect; nearly all actives have a fitted effect of over 60% in size
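ATP-coupled CellTiter-Glo luminescence served as viability read-out, recorded 10 min after reagent addition at room temperature. HEK 293 cells, 250 cells/well, had been incubated with pintool-transferred compound for 48 or 72 hr at 37 degree Celsius.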
Luciferase inh: blocks purified firefly luciferase enzyme activity | hit rate 2.5% among 76,000 | purified P. pyralis luciferase, luminescence, biochemical | AID 1347043 | P08659 | Potency, µM (top dose mostly 115 µM), without a hit: at the highest dose activity change, negative = inhibition, hits mostly inhibitors; also: potency is read from the fitted curve at half-maximal effect; nearly all actives have a fitted effect of over 65% in size
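Biochemical qHTS: compound (6-point titration) added to 10uM D-luciferin plus 10uM ATP in Tris acetate pH 7.5 buffer with Mg, Tween-20 and BSA, then purified enzyme at 10nM; light output imaged.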
GPT2 inh: inhibitors of human GPT2 alanine aminotransferase; AID 1671188; Recombinant GPT2, coupled pyruvate oxidase/HRP Amplex Red fluorescence; Potency, µM (highest dose often 57.7 µM), for inactives: at the top dose activity change, negative = inhibition, actives largely listed as inhibitors; Q8TD30; hit rate 0.25% among 100,000; also: potency is read from the fitted curve at half-maximal effect; nearly all actives have a fitted effect of over 60% in size; many of its hits are not listed in these tables
Target sequence (Q8TD30 whole entry, looked up): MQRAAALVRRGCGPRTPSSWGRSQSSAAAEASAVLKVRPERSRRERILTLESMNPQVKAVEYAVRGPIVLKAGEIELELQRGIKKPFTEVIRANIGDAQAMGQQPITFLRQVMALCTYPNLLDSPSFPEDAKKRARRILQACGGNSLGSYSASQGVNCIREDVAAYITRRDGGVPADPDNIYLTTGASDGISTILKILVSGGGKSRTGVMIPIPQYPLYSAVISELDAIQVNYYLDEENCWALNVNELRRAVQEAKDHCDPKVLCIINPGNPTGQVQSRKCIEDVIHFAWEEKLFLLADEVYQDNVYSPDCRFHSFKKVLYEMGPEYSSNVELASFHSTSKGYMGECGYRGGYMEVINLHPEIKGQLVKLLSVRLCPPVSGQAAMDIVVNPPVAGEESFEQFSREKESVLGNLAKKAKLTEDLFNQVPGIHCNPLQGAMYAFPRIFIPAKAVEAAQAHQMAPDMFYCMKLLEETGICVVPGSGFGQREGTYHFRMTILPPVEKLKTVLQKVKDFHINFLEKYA
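Fluorescence read-out: pyruvate from GPT2 turnover coupled to pyruvate oxidase, HRP and Amplex Red (0.2mM ThPP, 0.2U/mL PO and HRP, 50uM Amplex final). Substrates 250uM a-KG, 2mM L-alanine; enzyme 10ng/uL; 30 min RT.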
HEK293 viab: counter-screen for SNCA expression inhibitors: cell viability; AID 1671193; Potency, µM (doses to about 57.1 µM), without a hit: at the highest dose activity change, negative = cytotoxicity, hits mostly cytotoxic; hit rate 0.12% among 150,000; HEK-293-SNCA-luc viability, GF-AFC fluorescence, 24 h;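 also: potency is read from the fitted curve at half-maximal effect; 0% = DMSO-treated cells and -100% = medium-only wells without cells; nearly all actives have a fitted effect of over 30% in size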
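HEK-293-SNCA-luc cells (1500/well) plated 24 h, then exposed 24 h to a dilution series; GF-AFC added 30 min at 37C, fluorescence 405/540 nm; normalised to medium-only and DMSO wells, Hill fit.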
IP6K1 inhibitor: IP6K1 kinase inhibition; hit rate 0.81% among 140,000; activity change, % (series mostly up to about 58 µM); IP6K1 kinase, ADP-Glo luminescence, 2 h; active compounds read low; in the data active = activity change below about -25%
Target sequence (Q92551 whole entry, looked up): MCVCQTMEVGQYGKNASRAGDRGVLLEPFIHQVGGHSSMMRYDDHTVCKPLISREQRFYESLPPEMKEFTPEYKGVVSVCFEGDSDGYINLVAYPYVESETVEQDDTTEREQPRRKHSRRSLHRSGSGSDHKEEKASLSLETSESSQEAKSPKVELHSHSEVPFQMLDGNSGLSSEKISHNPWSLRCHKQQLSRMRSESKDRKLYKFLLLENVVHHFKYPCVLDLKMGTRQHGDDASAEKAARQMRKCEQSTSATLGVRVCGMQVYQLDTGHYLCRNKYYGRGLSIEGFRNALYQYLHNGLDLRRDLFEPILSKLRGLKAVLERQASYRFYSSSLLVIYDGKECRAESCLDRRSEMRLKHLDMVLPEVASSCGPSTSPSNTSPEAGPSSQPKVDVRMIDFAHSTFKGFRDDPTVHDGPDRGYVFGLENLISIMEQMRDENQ
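ADP-Glo luminescence measures ADP made by human IP6K1 during a 2 h RT reaction with ATP/IP6 (mix at 1.3 mM/130 uM); top library doses 57.5 and 19.1 uM final.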
The depositor's hits bear a star; i = inactive; ? = inconclusive; · = no result given; & = joins results of further samples; [ ] = dose if it differs, or a comment. Unless noted, calls follow the shape of the dose curve; as a rule, active = well fitted curve in the direction sought with a large enough effect; inconclusive = small, poorly fitted or top-dose-only effect, or another doubt; inactive = no such curve, though single readings can be large; an effect the other way counts as inactive or inconclusive. Unless noted, % is scaled to controls: 0 for no effect and ±100 for the full control effect.

SMILES	3T3 cytotox	SNCA expr inh	HEK293 tox	Luciferase inh	GPT2 inh	HEK293 viab	IP6K1 inhibitor
O=C(Nc1ccc(Cl)cc1)C1CCN(c2nc3ccccc3n3cccc23)CC1	·	20%	·	·	·	-2%	-10
Cc1cccc(N2CCN(C(=O)C3CCN(Cc4nc(-c5ccc(Cl)cc5)oc4C)CC3)CC2)c1C	·	5%	·	·	·	16%	-13
CN1CCCCC1COc1ccc2c(n1)CN(Cc1ccccc1F)C(=O)CO2 (centres undefined)	?	-1%[87.6 µM]	?	0%[172 µM]	-14%[88.5 µM]	0%[87.6 µM]	7
O=C(NC1CCNCC1)C1CCN(c2nc(-c3ccccc3)nc3c2CCC3)CC1	?	9%	?	7%	2%	2%	0
Cc1ccccc1CN1CCc2nc(N3CCN(c4ncccn4)CC3)ncc2C1	·	15%	·	·	·	0%	1
Cc1nc(C2(C)CCN(C(=O)c3cnccn3)CC2)no1	-12%	8%	-11%	1%	i	2%	-13
CN(C)Cc1nnc(C2CC(NC(=O)c3n[nH]c4c3CCCC4)C2)n1C (centres undefined)	4%	17%&4%	-7%	2%&-6%	-10%[11.5 µM]	3%&3%	6&27
Cc1nnc2n1CCC(N(C)C(=O)c1ccc3ccccc3n1)CC2 (centres undefined)	-9%	0%	-2%	-10%	-6%	-8%	-7
O=S(=O)(c1ccccc1)c1nc(-c2ccccc2F)oc1N1CCOCC1	·	-23%	·	·	·	-23%	-23
CC(C)CCN1CCC(O)(c2csc(CN(C)Cc3cccnc3)n2)CC1	-30%[174 µM]	-28%[87.6 µM]	-30%[172 µM]	-9%[172 µM]	i	-13%[87.6 µM]	8
O=C(NCc1ccccc1Cl)C1CCCN(C(=O)c2cnn(-c3ccccc3)c2-n2cccc2)C1 (centres undefined)	·	1%	·	·	·	-1%	-11
COc1cc(C(=O)N(Cc2ccc(N(C)C)cc2)CC2CCCO2)cc(OC)c1OC (centres undefined)	·	23%	·	·	·	-17%	-19
Cc1ccc(Cl)cc1N1CCN(S(=O)(=O)c2ccc3c(c2)CC(=O)N3C)CC1	·	-24%	·	·	·	-29%	24
COc1cc(-c2noc(-c3ccc(N4CCCCC4)c([N+](=O)[O-])c3)n2)cc(OC)c1OC	·	0%	·	·	·	7%	-8
O=C1CCCN1CC(=O)N1CCC[C@H](n2c(=O)n(CC3CC3)c3cccnc32)C1	5%	?	-7%	4%	3%	-6%	4
Cc1ccc(C(=O)N2CCC3(CC2)NC(=O)N(c2cccc(Cl)c2)N3)c(C)c1	?	45%[activator]	?	32%	?	-2%	4
O=C(c1ccnc(-c2nnc3ccc(N4CCOCC4)nn23)c1)N1CCCCC1	20µM*	-23%[87.6 µM]	-26%[172 µM]	11%[172 µM]	-35%[88.5 µM]	12%[87.6 µM]	-6
Cc1cc(C)cc(NC(=O)Cn2nnc(C(=O)NCc3ccco3)c2N)c1	·	?	·	·	·	1%	3
COc1cccc(CN2CCCC(C(=O)NCc3ccccc3)CCNC(=O)CC2)c1 (centres undefined)	-1%	17%	i	10%	i	?	-10
COc1cc(CN2CCC(C)(NC(C)=O)CC2)cc(-c2c(C)noc2C)c1	?	49%[activator][87.6 µM]	?	15%[172 µM]	-4%[88.5 µM]	8%[87.6 µM]	-1
Cc1nn(-c2ccccc2)c2c1C(C1CC1)N(CC1CN(C(=O)c3ccc(Cl)cc3)C1)C2=O (centres undefined)	?	·	?	·	·	·	13
O=C1CO[C@H]2CCN(Cc3ccc4[nH]ccc4c3)CC[C@@H]2N1Cc1ccc(O)cc1	-21%[138 µM]	1%[87.6 µM]	?	-4%[172 µM]	?	-19%[87.6 µM]	-6
CC(C)N1C[C@H](O)C[C@H]1c1nnc2n1CCN(C(=O)c1ccoc1)CC2	-8%	-16%	1%	-1%	?	-15%	-5
CCCCc1nn2c(=O)cc(COC(=O)c3ccccc3NC(=O)c3cccs3)nc2s1	·	-6%	·	·	·	-12%	20
COc1ccc(-c2noc([C@@H](C)N(C)C)c2C(=O)O)cc1	i	11%[87.6 µM]	i	2%[172 µM]	-1%[88.5 µM]	6%[87.6 µM]	-5
O=C(CCC[C@@H]1[C@H]2CCCN3CCC[C@@H](CN1C(=O)c1ccccc1)[C@@H]23)Nc1ccc(F)cc1F	-3%	-29%	-11%	-5%	i	-9%	8
COc1cccc(CN2CCc3c(cc(C(=O)Nc4cccc(C)c4C)n3C)C2)c1	?	140%[activator]	40µM*	22µM*	?	-4%	-11
CCCOc1ccc(CNC(=O)C2CCCN(c3nc4c(C)cc(C)cc4s3)C2)cc1 (centres undefined)	·	193%[activator]	·	·	·	1%	-15
CCOc1ccc(-c2cccc(NS(=O)(=O)c3c(C)cc(C)cc3C)c2)nn1	·	-25%	·	·	·	-9%	-7
COc1cccc(CN2Cc3nc(OCc4ccc(F)cc4)ccc3OCC2=O)c1	?	-26%[87.6 µM]	100µM*	-5%[172 µM]	i	-18%[87.6 µM]	-12
CN1CC(=O)N(C2CCNC2)Cc2c1ncnc2N1CCC(N2CCOCC2)CC1 (centres undefined)	i	-1%	i	·	i	1%	-1
CCOC(=O)c1c(C)oc2nc(C)nc(NCCc3ccc(OCC)c(OCC)c3)c12	·	29%	·	·	·	-6%	5
Cc1ccc(S(=O)(=O)NCc2nc(-c3cccc(C)c3)no2)cc1	·	18%	·	·	·	4%	-19
CC(=O)N1CCC(N2C[C@@H]3C[C@H]2C(=O)N(Cc2ccc(OC(F)(F)F)cc2)c2ccccc2O3)CC1	?	11%	?	4%	4%	-11%	6
C[C@H]1CCCN1C(=O)c1nnc(COc2ccc(C#N)cc2)n1-c1cccnc1	40µM*	5%[87.6 µM]	?	18%[172 µM]	i	4%[87.6 µM]	27
C=C1C(OC(=O)/C(C)=C\C)[C@@]23CCC4[C@@](C)(CCC[C@@]4(C)C(=O)O)C2CC[C@H]1C3OC(C)=O (some centres undefined)	·	·	·	·	i	-11%[23.9 µM]	0
COc1ccccc1NC(=O)C1=C(C)Nc2nc(SCc3ccccc3C)nn2C1CC(C)C (centres undefined)	·	33%[activator]	·	·	·	3%	5
CC(NC(=O)c1ccccc1)c1nc2ccccc2n1Cc1ccc(Cl)cc1 (centres undefined)	·	-22%	·	·	·	5%	17
CN(CC(=O)NCc1ccccc1)S(=O)(=O)c1ccc2[nH]c3c(c2c1)CCCC3	·	?	·	·	·	-19%	11
CN1CCN(C(=O)[C@@H]2[C@@H](CC(=O)O)c3cccnc3C(=O)N2Cc2ccccc2)CC1	-16%[46.1 µM]	1%[25.6 µM]	?	·	-15%[27.3 µM]	2%[23.9 µM]	19
COCCNC(=O)C1CCN(c2nccc(Nc3ccccc3Cl)n2)CC1	?	-7%	?	·	-1%	2%[12.5 µM]	4
CS(=O)(=O)N1CCCCCCNC(=O)[C@@H]2C[C@@H](c3nc(-c4cccnc4)no3)C[C@@H]21	-11%	2%	i	-4%	-12%	5%	0
CCCn1cc2c(nc(NC(=O)Nc3ccc(OC)cc3)n3nc(-c4ccco4)nc23)n1	·	·	·	·	?	-20%	14
Cc1ccccc1C(=O)Nc1ccccc1-c1nc(-c2ccccc2)no1	·	49%[activator]	·	·	·	9%	5
O=C1[C@@H]2C[C@@H](CN2Cc2ccccn2)Oc2ccccc2N1Cc1ccccc1	?	12%[87.6 µM]	?	7%[172 µM]	5%[88.5 µM]	-8%[87.6 µM]	2

Random excerpt: 2 compounds from above.
SMILES	3T3 cytotox	SNCA expr inh	HEK293 tox	Luciferase inh	GPT2 inh	HEK293 viab	IP6K1 inhibitor
CN(CC(=O)NCc1ccccc1)S(=O)(=O)c1ccc2[nH]c3c(c2c1)CCCC3	·	?	·	·	·	-19%	11
CN1CC(=O)N(C2CCNC2)Cc2c1ncnc2N1CCC(N2CCOCC2)CC1 (centres undefined)	i	-1%	i	·	i	1%	-1

More results.
SMILES	3T3 cytotox	SNCA expr inh	HEK293 tox	Luciferase inh	GPT2 inh	HEK293 viab	IP6K1 inhibitor
CSc1ccc(-c2ccc(C=O)cc2)cc1	?	46%[activator][87.6 µM]	?	·	i	2%[87.6 µM]	-29*
CCOc1cc(C#N)c(NC(=O)c2ccc(OC)c(S(=O)(=O)N3CCCC3)c2)cc1OCC	·	33%[activator]	·	·	·	-30%	23
OCc1ccc(CNC2(Cc3cc(COc4ccccc4)on3)COC2)o1	-13%[138 µM]	5%[87.6 µM]	-23%[172 µM]	-16%[172 µM]	-4%[88.5 µM]	-1%[87.6 µM]	-12
O=C(CC1CCCCN(Cc2ccccc2)C1=O)NCc1ccc(F)cc1 (centres undefined)	?	-19%	?	8%	i	-5%	35
CC(=O)N1CCN(C(=O)C2CCCCN2Cc2ccc(-c3cccs3)cc2)CC1 (centres undefined)	-19%	2%	-30%	·	i	-1%	10
Cc1ccc(C2Cn3cnc(C(=O)N4CCC(C(=O)NC5CCCCC5)CC4)c3CO2)cc1 (centres undefined)	0%	15%	-1%	?	i	-1%	3
CN(C)[C@@H]1CN(C(=O)c2ccncc2)CCC1(O)c1ccccc1 (some centres undefined)	i	8%	5%	5%	i	5%	11
Nc1nn(-c2ccccc2)nc1C(=O)OCc1c(F)cccc1Cl	·	159%[activator]	·	·	·	13%	3
O=C(CSc1nc(=O)n(Cc2ccco2)c2c1CCC2)Nc1ccccc1C(F)(F)F	·	-14%	·	·	·	7%	-19
O=C1NCC2(CCCN(C(=O)CCc3ccc(=O)[nH]n3)C2)O1 (centres undefined)	-1%	9%	-24%	3%	-12%	4%	2
O=C(NCc1ccc(OC(F)(F)F)cc1)N1CCc2nc3cc[nH]n3c(=O)c2C1	i	1%	16%	1%	i	10%	0
COc1ccc(CCNC(=O)c2cn3cc(-c4cccc(C(F)(F)F)c4)sc3n2)cc1	?	22%	?	·	2%	10%	2
CCn1cc(S(=O)(=O)N2CCC(c3ncc(C)n3CCOC)C2)cn1 (centres undefined)	4%	28%	4%	2%	2%	-3%	0
CC(=O)N1CCCC(c2[nH]ccc2C(=O)N2CCc3ccccc32)C1 (centres undefined)	-28%	45%[activator]	-21%	-13%	-16%	-5%[12.5 µM]	4
CCN1CCSc2ccc(C(=O)NCc3ccc(F)cc3)cc21	·	-12%	·	·	·	-13%	-2
COc1cc(CN(C(=O)COc2ccc(Cl)c(C)c2)c2ccccn2)cc(OC)c1OC	·	16%	·	·	·	-9%	25
COc1cccc(CNC(=O)CSc2ncc(S(=O)(=O)c3ccc(C)c(Cl)c3)c(=O)[nH]2)c1	·	-13%	·	·	·	5%	0
Cc1ccc(S(=O)(=O)N2CCN(C)C3(CCC(=O)N(C)CC3)C2)cc1F (centres undefined)	0%	11%	-2%	0%	3%	7%	3
CCOc1ccccc1NC(=O)N1c2ccccc2Sc2ccccc21	·	10%	·	·	·	2%	21
Fc1ccccc1-c1noc(NCc2ccccc2)n1	?	113%[activator]	?	28µM*	i	2%	1
CCOc1ccc(C(=O)N2CCC3(CC2)CN(C2CCC2)CC3COC)cc1 (centres undefined)	-16%	8%	?	-12%	?	-6%	3
